From PubChem
TbPYK inhibitor = qHTS of Trypanosoma Brucei Inhibitors; 410,000 tested, 0.12% active; Potency, µM (highest dose often 76.8 µM), for inactives: at the top dose activity, negative = inhibition, most hits filed as inhibitors; pyruvate kinase (Trypanosoma brucei), Q57TT1; TbPYK enzyme, Kinase-Glo Plus ATP luminescence, 45 min; further: potency means the concentration at half of the fitted maximal effect; on the % scale 0 is the no-effect control and ±100 the full control effect; nearly all actives have a fitted effect of over 50% in size
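Assay buffer: 50 mM TEA pH 7.2, 100 mM KCl, 10 mM MgCl2, 0.05% BSA, 0.01% Tween-20. Pyruvate kinase from T. brucei plus substrate met compound, then ADP (130 uM final). Luminescence was read post 45 min RT.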
Cycloheximide cs = Cycloheximide Counterscreen for Small Molecule Inhibitors of Shiga Toxin | cell reporter, cycloheximide protein synthesis inhibition counterscreen | max response, % | 300,000 tested, 12% active; in the data active means max response mostly above about 13%, no sharp cut-off; inactive means mostly below about 14%; further: read at 38.3 µM for the half of the compounds with a filed dose; 0% is about no effect
LmPK inh = qHTS Assay for Inhibitors of Leishmania Mexicana Pyruvate Kinase (LmPK); Q27686; AID 1721, 2009; 290,000 tested, 0.37% active; Potency, µM (doses to about 57.5 µM), without a hit: at the top dose activity change, negative = inhibition, hits mostly inhibitors; purified LmPK, Kinase-Glo ATP luminescence, 1 h; further: potency means the concentration at half of the fitted maximal effect; on the % scale 0 is the no-effect control and ±100 the full control effect
Target sequence (Q27686 whole entry, looked up): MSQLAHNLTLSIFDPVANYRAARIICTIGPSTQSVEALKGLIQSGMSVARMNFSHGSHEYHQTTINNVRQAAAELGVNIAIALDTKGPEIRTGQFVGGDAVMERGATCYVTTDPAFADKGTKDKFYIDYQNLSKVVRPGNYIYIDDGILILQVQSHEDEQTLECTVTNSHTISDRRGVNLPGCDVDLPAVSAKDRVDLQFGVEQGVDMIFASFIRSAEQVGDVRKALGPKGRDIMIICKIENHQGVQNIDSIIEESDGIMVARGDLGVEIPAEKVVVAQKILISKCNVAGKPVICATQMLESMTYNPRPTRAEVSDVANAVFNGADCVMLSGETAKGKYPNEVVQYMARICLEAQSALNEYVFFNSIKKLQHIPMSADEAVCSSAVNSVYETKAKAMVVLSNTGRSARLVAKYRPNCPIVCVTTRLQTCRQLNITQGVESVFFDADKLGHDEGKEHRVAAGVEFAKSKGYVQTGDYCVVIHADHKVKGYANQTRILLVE
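qHTS format; LmPK 0.1 nM; substrates PEP 0.5 mM and ADP 0.1 mM. One-hour room-temperature incubation, then coupled luciferase luminescence; 0.5 nM enzyme wells mark activation.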
Pf growth 48h = Primary qHTS for delayed death inhibitors of the malarial parasite plastid, 48 hour incubation | P. falciparum luciferase growth in erythrocytes, 48 h | Potency, µM (top dose mostly 28.7 µM), inactives show at the top dose activity change, negative = inhibition, actives largely listed as inhibitors | 310,000 tested, 5.9% active; further: potency means the concentration at half of the fitted maximal effect; on the % scale 0 is the no-effect control and ±100 the full control effect
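Erythrocytes infected with P. falciparum carrying an integrated firefly luciferase reporter (2% hematocrit, 0.1% parasitemia final) were exposed to compounds in RPMI 1640 with 0.5% Albumax at 37 C, 5% CO2. Growth inhibition was scored as reduced luminescence.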
Pf growth 96h = Primary qHTS for delayed death inhibitors of the malarial parasite plastid, 96 hour incubation; P. falciparum luciferase reporter growth, 96 h; 320,000 tested, 6.9% active; Potency, µM (series often up to 28.7 µM), without a hit: top-dose activity change, negative = inhibition, hits mostly inhibitors; AID 504834, 2011; further: potency means the concentration at half of the fitted maximal effect; on the % scale 0 is the no-effect control and ±100 the full control effect
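Plates of compound plus infected erythrocytes (2% hematocrit, 0.05% parasitemia final) incubate 96 hours, 37 C, 5% CO2. Detection reagent added; reduced luminescence from the parasites' luciferase reporter flags inhibition.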
Shiga toxin inh = A qHTS for Small Molecule Inhibitors of Shiga Toxin; 290,000 tested, 9.2% active; AID 2315, 2010; Vero cells, Shiga toxin protein synthesis inhibition reporter; inhibition, % at 38.7 µM; in the data active means inhibition mostly above about 28%, no sharp cut-off; inactive means mostly below about 43%; further: 0% is about no effect
AmpC inh no detg = qHTS Inhibitors of AmpC Beta-Lactamase (assay without detergent). P00811. AmpC nitrocefin hydrolysis, absorbance 480 nm, 0.0001% Triton. Potency, µM (highest dose often 57.1 µM), for the others: at the highest dose activity change, negative = inhibition, hits mostly inhibitors. 330,000 tested, 0.52% active;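 further: potency means the concentration at half of the fitted maximal effect; plate controls were no compound for no effect and no enzyme for full effect; nearly all actives have a fitted effect of over 20% in size; some results filed as inactive show a strong effect at the top dose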
Target sequence (P00811 whole entry, looked up): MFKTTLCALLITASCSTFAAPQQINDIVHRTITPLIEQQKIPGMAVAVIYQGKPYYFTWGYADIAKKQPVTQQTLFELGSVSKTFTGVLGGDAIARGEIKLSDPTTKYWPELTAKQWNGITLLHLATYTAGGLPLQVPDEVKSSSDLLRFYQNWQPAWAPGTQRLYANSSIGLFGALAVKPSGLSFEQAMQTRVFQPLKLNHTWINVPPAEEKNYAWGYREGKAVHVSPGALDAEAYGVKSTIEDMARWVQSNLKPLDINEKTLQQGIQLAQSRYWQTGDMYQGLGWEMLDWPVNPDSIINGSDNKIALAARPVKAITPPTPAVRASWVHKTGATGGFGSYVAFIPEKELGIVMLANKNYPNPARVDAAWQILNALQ
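AmpC (5.3 nM in the dispensed reagent) in 20 mM phosphate pH 7.0 with 0.01% (detergent screen) or 0.0001% Triton X-100 was preincubated with compounds for 15 min at room temperature. Nitrocefin was then added from an 800 uM solution, and hydrolysis was followed at 480 nm.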
* = called active by the depositor; ? = inconclusive; / = not tested or not shown; & = joins results of further samples; [ ] = remark or other dose. Unless noted, the call rests on the fitted dose curve; in most records, active means well fitted curve in the direction sought with a large enough effect; inconclusive means small, poorly fitted or top-dose-only effect, or another doubt; inactive means no such curve, though single readings can be large; an effect the other way counts as inactive or inconclusive.

SMILES	TbPYK inhibitor	Cycloheximide cs	LmPK inh	Pf growth 48h	Pf growth 96h	Shiga toxin inh	AmpC inh no detg
COc1ccc(C(=O)Nc2cc3c4c(c2)C(C)C(=O)N4CCC3)cc1 (centres undefined)	2%	/	/	-7%	7%	/	-25%
CCCSc1ccc([C@@H]2[C@@H]3C(=O)N(C)C(=O)[C@@H]3[C@]3(C(=O)OC)CCCN23)cc1OC	-19%	/	/	12µM*	8.3µM*	/	173%[activator]
COc1ccc(CNC(=O)Nc2ccc3c(c2)N(C)C(=O)CS3)cc1	-9%	-6	6%	-13%	-39%	-10	-14%
COC(=O)c1sccc1NC(=O)C1CC=CCC1C(=O)O (centres undefined)	-7%	5	-1%	17%	?	7	-7%
COc1ccc(C2CC(c3cccs3)=NN2c2ccccc2)cc1 (centres undefined)	2%	41*	0%	?	22%	83*	-31%
Cc1cc(=O)oc2cc(NS(=O)(=O)c3ccc(F)cc3)ccc12	0%	-2	3%	39%[activator]	28%	-9	-25%
Nc1nonc1C(=O)OCC(=O)N1CCOCC1	-9%	-2	-9%	6%	3%	-4	-4%
CCCn1c(=N)n(CC(=O)OCC)c2ccccc21	-8%	6	-3%	-5%	/	-6	-17%
CC[n+]1c(/C=C/N(C)c2ccccc2)oc2ccc(Cl)cc21	-10%	5	5%	4.7µM*	?	6	1%
Cc1nc2ccccc2n1CC(=O)N/N=C/c1cccnc1	-1%	-4	0%	-5%	16%	-9	-2%
OC(Cc1ccncc1)(c1ccccc1)c1ccccc1	-2%	/	/	?	?	/	-28%
C=C(C)Cn1c(C)cc(C)c(S(=O)(=O)c2ccc(C)cc2)c1=O	0%	-2	1%	?	-13%	-6	-3%
CCC(CC)NC(=O)c1cccc(NC(=O)C(C)C)c1	3%	-5	0%	7%	38%[activator]	-10	-7%
O=C(Cn1c(=O)oc2cc(S(=O)(=O)N3CCCC3)ccc21)Nc1cccc(C(F)(F)F)c1	-2%	12	-1%	36%[activator]	12µM*	14	-26%
COc1cc(CNC(C)C)c(Br)cc1OC1CCCC1	6%	-2	0%	-17%	0%	-12	-8%
COc1ccc(C(=O)NC(C(=O)N2CCN(c3ccccc3O)CC2)C(C)C)cc1 (centres undefined)	-13%	-5	-2%	?	?	-7	19%
CCOC(=O)c1c(-c2cccc([N+](=O)[O-])c2)csc1NC(=O)C1CCCCC1	2%	9	5%	?	?	-6	-29%
CC(C)N1CCC(N2CCN(Cc3cc4c(cc3Cl)OCO4)CC2CCO)CC1 (centres undefined)	7%	1	-7%	-13%	?	-14	-7%
COc1ccccc1-c1nc2ccccc2nc1-c1ccccc1	4%	-2	2%	?	16%	-7	-14%
CC(=O)N1CCN(c2ccc(NC(=O)c3ccc([N+](=O)[O-])o3)cc2Cl)CC1	-2%	25*	-3%	?	5.2µM*	50*	126%[activator]
Cn1c(=O)c2c(nc(N3CCN(c4ccccc4)CC3)n2CCCc2ccccc2)n(C)c1=O	4%	-2	13%	?	-15%	-2	-23%
COc1ccc(NC(=O)C2CCCN(c3cnccn3)C2)cc1 (centres undefined)	10%	14	-3%	-17%	?	-3	-8%
O=C(COc1ccc(Cl)cc1Cl)Nc1ccccc1NS(=O)(=O)c1cccs1	-9%	47*	8%	46%[activator]	15%	94*	-27%
O=S(=O)(Nc1ccc2nc(-c3ccc(Br)o3)[nH]c2c1)c1ccccc1	/	40*	2%	86%[activator]	?	64	25µM*
O=C(Oc1cccc(-c2cnc3ccccc3n2)c1)c1ccco1	3%	45*	9%	332%[activator]	89%[activator]	49	-5%
O=S(=O)(c1cccc(C(F)(F)F)c1)N(CCCN1CCOCC1)Cc1cccs1	-6%&3%	-5&0	4%&0%	?	25%&0%	-13&-3	164%&162%[activator]
Cc1cc(C(=O)NC2CC(C)(C)Cc3c2cnn3-c2ccccc2)n(C)n1 (centres undefined)	1%	-2	-8%	-3%	?	-13	90%[activator]
Cc1cc(C)n(CC(=O)N/N=C/c2cccc([N+](=O)[O-])c2)n1	2%	6	0%	8%	33%[activator]	-10	-18%
CS(=O)(=O)N(CC(=O)NC1CCCCC1)Cc1ccc(F)cc1	3%	-1	2%	-2%	2%	-2	-4%[2.29 µM]
Cc1ccc(Cn2nnc3c(=O)n(CC(=O)NCc4ccc5c(c4)OCO5)cnc32)cc1	2%	-2	0%	-5%	?	-11	-41%
O=C1OC(Cc2ccccn2)C(O)=C1C1=NCCCCN1 (centres undefined)	-2%	39*	-5%	202%[activator]	217%[activator]	116*	-3%
CC1CCN(C(=O)c2ccc(S(=O)(=O)N(C)C)cc2)C(C)C1 (centres undefined)	4%	1	-2%	/	-13%	-24	-1%
S=C(Nc1cccc(Cl)c1Cl)Nn1cnnc1	-19%	-5	-4%	4%	2.3µM*	-10	-42%
Cc1ccc(S(=O)(=O)NC(=O)COc2ccccc2)cc1	0%	-2	2%	4%	?	-2	-19%
CCN(CC)CCNC(=O)c1cc(-c2cccnc2)nc2ccc(S(=O)(=O)N3CCC(C)CC3)cc12	0%	-9	-3%	?	13µM*	-8	22%
CCOc1ccccc1NC(=O)c1cc(=O)c2ccccc2o1	-2%	-1	5%	40%[activator]	33%[activator]	-5	-12%
CC1CCN(S(=O)C23CC4CC(CC(C4)C2)C3)CC1 (centres undefined)	5%	9	-1%	-2%	27%	-7	19%
CCOc1ccc(C(=O)N/N=C/c2cccc3cccnc23)cc1	4%	35*	2%	?	77%[activator]	70	-47%
FC(F)(F)c1ccccc1NC(=S)N1CCN(Cc2ccc3c(c2)OCO3)CC1	-11%	4	1%	-8%	?	3	58%
Cc1ccc(S(=O)(=O)NC2CCCCC2)c2nsnc12	-6%	-3	6%	12%	16%	-5	-10%

Entries of single compounds from above:
Entry for CCN(CC)CCNC(=O)c1cc(-c2cccnc2)nc2ccc(S(=O)(=O)N3CCC(C)CC3)cc12 → TbPYK inhibitor: 0%; Cycloheximide cs: -9; LmPK inh: -3%; Pf growth 48h: ?; Pf growth 96h: 13µM*; Shiga toxin inh: -8; AmpC inh no detg: 22%
Entry for Cc1ccc(S(=O)(=O)NC2CCCCC2)c2nsnc12 → TbPYK inhibitor: -6%; Cycloheximide cs: -3; LmPK inh: 6%; Pf growth 48h: 12%; Pf growth 96h: 16%; Shiga toxin inh: -5; AmpC inh no detg: -10%

Not a retest: entries from further up.
SMILES	TbPYK inhibitor	Cycloheximide cs	LmPK inh	Pf growth 48h	Pf growth 96h	Shiga toxin inh	AmpC inh no detg
O=C1OC(Cc2ccccn2)C(O)=C1C1=NCCCCN1 (centres undefined)	-2%	39*	-5%	202%[activator]	217%[activator]	116*	-3%
CC1CCN(C(=O)c2ccc(S(=O)(=O)N(C)C)cc2)C(C)C1 (centres undefined)	4%	1	-2%	/	-13%	-24	-1%
S=C(Nc1cccc(Cl)c1Cl)Nn1cnnc1	-19%	-5	-4%	4%	2.3µM*	-10	-42%

Further structures.
SMILES	TbPYK inhibitor	Cycloheximide cs	LmPK inh	Pf growth 48h	Pf growth 96h	Shiga toxin inh	AmpC inh no detg
O=C(CC1NCCNC1=O)Nc1ccc2c(c1)OCO2 (centres undefined)	2%	-2	-3%	/	5%	-5	0%
O=C(Nc1ccc(F)cc1)c1ccc(-n2ccnc2)nc1	4%	-4	-6%	?	?	-11	-8%
O=C(CNC(=O)c1ccc(Br)cc1)N=Nc1c(O)[nH]c2ccc([N+](=O)[O-])cc12	5%	3	-3%	21%	-20%	-4	-48%
COc1cc(C(=O)Nc2scc(-c3ccc(Br)cc3)c2C(=O)O)cc(OC)c1OC	-6%	-7	8%	-9%	-17%	13	-17%
COc1ccccc1Nc1nc2ccccc2n2cnnc12	3%	-2	9%	35%[activator]	11%	28	12%
Cc1ccc(-n2c(=O)[nH]c3c(C(N)=O)nc(C(C)C)nc32)cc1	-11%	-2	1%	41%	99%[activator]	-6	-26%
O=C(OCC(O)COc1ccccc1)c1ccc([N+](=O)[O-])cc1 (centres undefined)	5%	-1	1%	19%	14%	3	-17%
CCOC(=O)c1ccc(N2Cc3ccccc3C2=NC(=O)c2ccncc2)cc1	-6%	28*	0%	?	?	58*	3%
Cc1sc2nc(C(C)C)nc(SCC(=O)N3CCN(C(=O)c4ccco4)CC3)c2c1C	3%	-5	6%	13µM*	11%	-3	146%[activator]
Cc1[nH]c(=O)[nH]c(=O)c1S(=O)(=O)N1CCCc2ccccc21	-1%	14	-1%	17%	21%	5	-5%

The last 4 entries of the section before lead into the next.
SMILES	TbPYK inhibitor	Cycloheximide cs	LmPK inh	Pf growth 48h	Pf growth 96h	Shiga toxin inh	AmpC inh no detg
O=C(OCC(O)COc1ccccc1)c1ccc([N+](=O)[O-])cc1 (centres undefined)	5%	-1	1%	19%	14%	3	-17%
CCOC(=O)c1ccc(N2Cc3ccccc3C2=NC(=O)c2ccncc2)cc1	-6%	28*	0%	?	?	58*	3%
Cc1sc2nc(C(C)C)nc(SCC(=O)N3CCN(C(=O)c4ccco4)CC3)c2c1C	3%	-5	6%	13µM*	11%	-3	146%[activator]
Cc1[nH]c(=O)[nH]c(=O)c1S(=O)(=O)N1CCCc2ccccc21	-1%	14	-1%	17%	21%	5	-5%
Brc1ccc(-c2ccc(C3Nc4cccc5cccc(c45)N3)o2)cc1	/	/	/	?	?	/	-17%
N#C/C(=C(/O)CN1CCN(c2ccccc2F)CC1)c1nc(-c2ccc(Cl)cc2)cs1	6%	2	5%	29%	24%	-7	-34%
O=C(COc1ccccc1Br)N1CCN(c2ccccc2)CC1	-7%	25	13%	/	?	31	50%
CC1CCC(C(C)C)C(OC(=O)CSc2nccc(=O)[nH]2)C1 (centres undefined)	1%	12	-3%	/	?	25	-12%
CCN1C(=O)[C@@H]2[C@H](C1=O)[C@@H]1C(=O)Nc3ccccc3C(=O)N1[C@@H]2c1cccc(Cl)c1	5%	-4	3%	21%	45%[activator]	-6	-13%
CN(C)S(=O)(=O)c1ccc(-n2cccc2)cc1	-3%	3	-3%	2%	-6%	16	-12%
COc1cc(NC(=O)Cn2c(=O)n(CC3CCCO3)c(=O)c3ccccc32)cc(OC)c1 (centres undefined)	-2%&9%	3	-2%	?	?	2	31%
Cc1sc[n+](CC(=O)c2ccc(Br)cc2)c1C	-2%	7	6%	13%	8%	-1	-13%
C/C(=N\NS(=O)(=O)c1ccc(Cl)c([N+](=O)[O-])c1)c1cc2ccccc2o1	8%	1	5%	/	21%	-11	-20%
